RXFP1 agonist: qHTS Assay for Agonists of the Relaxin Receptor RXFP1; Relaxin receptor 1 (Homo sapiens), Q9HBX9; HEK293T-RXFP1 cAMP TR-FRET, 30 min; response scale: percent of porcine relaxin response, buffer zero; Potency, µM (highest dose often 57.5 µM), for the others: at the highest dose activation, usual class: activators; actives 0.3% (n = 370,000); AID 2676, 2010; further: on the % scale 0 is the no-effect control and ±100 the full control effect; nearly all actives have a fitted effect of over 60% in size; many of its hits are not listed in these tables
Target sequence (Q9HBX9 whole entry, looked up): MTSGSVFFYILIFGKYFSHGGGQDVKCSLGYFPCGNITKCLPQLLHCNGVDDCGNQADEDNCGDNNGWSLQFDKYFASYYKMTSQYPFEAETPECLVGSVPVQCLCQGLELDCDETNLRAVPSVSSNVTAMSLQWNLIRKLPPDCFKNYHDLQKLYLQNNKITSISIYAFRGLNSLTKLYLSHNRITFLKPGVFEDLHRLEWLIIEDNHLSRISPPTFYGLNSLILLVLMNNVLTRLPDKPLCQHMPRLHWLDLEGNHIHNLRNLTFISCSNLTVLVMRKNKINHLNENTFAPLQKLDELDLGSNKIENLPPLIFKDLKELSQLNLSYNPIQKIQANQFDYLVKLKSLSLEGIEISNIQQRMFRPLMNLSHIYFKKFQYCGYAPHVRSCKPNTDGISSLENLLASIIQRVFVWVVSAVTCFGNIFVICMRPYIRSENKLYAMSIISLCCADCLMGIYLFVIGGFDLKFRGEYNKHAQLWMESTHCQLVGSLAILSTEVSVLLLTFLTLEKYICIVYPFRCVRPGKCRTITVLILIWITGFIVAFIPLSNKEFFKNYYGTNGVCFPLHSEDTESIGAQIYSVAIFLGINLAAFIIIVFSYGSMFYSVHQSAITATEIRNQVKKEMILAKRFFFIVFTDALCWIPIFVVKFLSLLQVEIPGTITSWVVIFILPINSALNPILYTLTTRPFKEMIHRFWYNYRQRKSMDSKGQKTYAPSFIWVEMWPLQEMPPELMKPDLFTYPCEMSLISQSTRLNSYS
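HEK293 cells stably expressing RXFP1, treated 30 min at 37C with compounds plus PDE4 inhibitor Ro 20174; cAMP measured by HTRF TR-FRET. Normalized to buffer and 29 nM porcine relaxin; EC50 by Hill fit.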
TrxR1 substrate: qHTS Assay for Substrates of Mammalian Selenoprotein Thioredoxin Reductase 1 (TrxR1): qHTS. Thioredoxin reductase 1, cytoplasmic (Rattus norvegicus), O89049. purified TrxR1 substrate turnover, NADPH consumption readout. Potency, µM (titrated, usually from 114 µM), for inactives: at the top dose activity change, negative = substrate turnover. actives 0.01% (n = 390,000). AID 588456, 2011; further: on the % scale 0 is the no-effect control and ±100 the full control effect; nearly all actives have a fitted effect of over 50% in size
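Rat TrxR1, dispensed at 90 nM, was prereduced with 400 uM NADPH (final) for 5 min at ~22 deg C, then incubated with compound 15 min before 400 uM selenite. A first-read NADPH fluorescence drop versus no-compound background flagged substrates.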
Vif-A3G inh: qHTS for Inhibitors of Vif-A3G Interactions: qHTS. HeLa A3G-eYFP + Vif (tagged APOBEC3G with the HIV-1 protein that degrades it), YFP fluorescence, overnight. DNA dC->dU-editing enzyme APOBEC-3G (Homo sapiens), Q9HC16. actives 0.076% (n = 410,000). Potency, µM (titrated, usually from 46.1 µM), for inactives: at the highest dose activity, negative = active, most hits filed as inhibitors. AID 602310, 2012;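 further: on the % scale 0 is the no-effect control and ±100 the full control effect; nearly all actives have a fitted effect of over 60% in size; hits raise eYFP signal because A3G escapes Vif-driven loss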
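HeLa cells stably expressing Vif and C-terminally eYFP-tagged A3G, seeded overnight at 37 deg C, then exposed to compound by pintool overnight at 37 deg C. Rise in yellow fluorescence (Ex 488/Em 500-530, Acumen) marks blocked Vif-driven A3G degradation.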
Vif-A3F inh: qHTS for Inhibitors of Vif-A3F Interactions: qHTS; HeLa A3F-eYFP + Vif (tagged APOBEC3F with the HIV-1 protein that degrades it), YFP fluorescence increase; Potency, µM (top dose mostly 46.1 µM), for the others: at the highest dose activity, negative = active; actives 0.2% (n = 390,000); AID 602313, 2012; further: % of control where 0% means no effect; nearly all actives have a fitted effect of over 65% in size
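HeLa cells stably expressing A3F-eYFP plus Vif, plated and incubated overnight at 37 deg C, then exposed to compounds overnight at 37 deg C. Blocked degradation read as raised yellow fluorescence (Ex 488/Em 500-530).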
RGS4 inh: Inhibitors of Regulator of G Protein Signaling (RGS) 4: qHTS; Regulator of G-protein signaling 4 (Homo sapiens), P49798; Transcreener GDP fluorescence polarization, RGS4-accelerated GTP hydrolysis; Potency, µM (titrated, usually from 114 µM), without a hit: top-dose activity change, negative = inhibition, usual class: inhibitors; actives 0.039% (n = 390,000); AID 504845, 2011; further: on the % scale 0 is the no-effect control and ±100 the full control effect; nearly all actives have a fitted effect of over 75% in size; some results filed as inactive show a strong effect at the top dose
Target sequence (P49798 whole entry, looked up): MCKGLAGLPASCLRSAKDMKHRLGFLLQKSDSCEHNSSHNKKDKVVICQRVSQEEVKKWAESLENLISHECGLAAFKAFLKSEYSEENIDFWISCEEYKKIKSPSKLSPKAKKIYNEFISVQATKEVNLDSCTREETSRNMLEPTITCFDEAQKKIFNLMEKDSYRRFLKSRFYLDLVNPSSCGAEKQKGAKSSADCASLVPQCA
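MLSMR compounds (23 nl, pin-transferred) preincubated 10 min at room temperature with a 500nM (2x) first reagent, then RGS4 at 900nM (2x) plus Transcreener GDP mix added; fluorescence polarization (620/688 nm) read before and after 90 min at 30 °C.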
IDH1 R132H inh: qHTS for Inhibitors of mutant isocitrate dehydrogenase 1 (IDH1): qHTS; Isocitrate dehydrogenase [NADP] cytoplasmic (Homo sapiens), O75874; actives 0.093% (n = 390,000); Potency, µM (series often up to 76.6 µM), for inactives: at the top dose activity change, negative = inhibition, hits mostly inhibitors; IDH1-R132H enzyme, NADPH consumption, diaphorase/resazurin fluorescence; further: on the % scale 0 is the no-effect control and ±100 the full control effect; nearly all actives have a fitted effect of over 65% in size
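IDH1-R132H (0.5 ug/mL) preincubated 30 min with compound, then NADPH (0.016 mM) and alpha-KG (2 mM) added; 80 min at RT, pH 7.5. Remaining NADPH coupled via diaphorase/resazurin to fluorescence (540/590 nm); concentration-response curves normalized to no-enzyme control.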
TrxR1 inh: qHTS Assay for Inhibitors of Mammalian Selenoprotein Thioredoxin Reductase 1 (TrxR1): qHTS; Potency, µM (titrated, usually from 114 µM), for inactives: at the highest dose activity change, negative = inhibition, hits mostly inhibitors; actives 1% (n = 390,000); AID 588453, 2011; Thioredoxin reductase 1, cytoplasmic (Rattus norvegicus), O89049; recombinant rTrxR1, NADPH fluorescence consumption, selenite substrate; further: on the % scale 0 is the no-effect control and ±100 the full control effect; nearly all actives have a fitted effect of over 65% in size
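Rat TrxR1 (90 nM in the dispensed reagent) was pre-reduced with 400 uM NADPH for 5 min at room temperature, then incubated with compound for 15 min. After 400 uM selenite was added, NADPH fluorescence (Ex 340/Em 450 nm) was followed for 8 min.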
USP1-UAF1 inh: Inhibitors of USP1/UAF1: Primary Screen. recombinant USP1/UAF1, Ub-Rhodamine cleavage fluorescence. Potency, µM (doses to about 57.1 µM), inactives show at the top dose activity change, negative = inhibition, most hits filed as inhibitors. actives 0.23% (n = 390,000). AID 743255, 2014; further: on the % scale 0 is the no-effect control and ±100 the full control effect; nearly all actives have a fitted effect of over 60% in size; inactives centre near -12
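USP1/UAF1 complex (1 nM) preincubated 15 min at room temperature with compound, then Ub-Rho substrate (150 nM final) added. Kinetic fluorescence at 480/540 nm over 6 reads at 60 s intervals; 50 mM HEPES pH 7.8, 0.5 mM EDTA, 0.1 mg/ml BSA, 1 mM TCEP, 0.01% Tween-20.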
12-LOX inh: Primary qHTS assay for inhibitors of human arachidonate 12S-lipoxygenase (ALOX12): Round 2; Polyunsaturated fatty acid lipoxygenase ALOX12 (Homo sapiens), P18054; purified 12hLO, xylenol orange hydroperoxide absorbance; Potency, µM (doses to about 108 µM), for inactives: at the highest dose activity change, negative = inhibition, most hits filed as inhibitors; actives 1.1% (n = 580,000); AID 1671190, 2021; further: on the % scale 0 is the no-effect control and ±100 the full control effect
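Hydroperoxide product was detected by ferrous iron/xylenol orange as the 573 to 405 nm absorbance ratio. Arachidonic acid at 40 uM (final) was turned over for 30 min at room temperature by 150 nM human 12hLO, pH 7.0 Hepes buffer, after 15 min compound preincubation.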
* = called active by the depositor; ? = inconclusive; / = not tested or not shown; [ ] = remark or other dose. The call rests on the fitted dose curve; in most records, active means well fitted curve in the direction sought with a large enough effect; inconclusive means small, poorly fitted or top-dose-only effect, or another doubt; inactive means no such curve, though single readings can be large; an effect the other way counts as inactive or inconclusive. Potency means the concentration at half of the fitted maximal effect. An excerpt, so the mix of outcomes need not match the whole.

SMILES	RXFP1 agonist	TrxR1 substrate	Vif-A3G inh	Vif-A3F inh	RGS4 inh	IDH1 R132H inh	TrxR1 inh	USP1-UAF1 inh	12-LOX inh
COC(=O)c1ccc(NC(=O)CC2C(=O)N(C)C(=S)N2Cc2ccc(S(N)(=O)=O)cc2)cc1 (configuration not stated)	3.3%	-4%	1%	-2%	3%	-4%	13%	-13%	-12%
Cn1c(=NC(=O)c2cnccn2)sc2ccccc21	4.5%	-6%	0%	3%	-2%	4%	-8%	-1%	-15%
Cc1ccc(C23CC4CC(CC(C(=O)NC(C)C(=O)O)(C4)C2)C3)cc1 (configuration not stated)	-3.0%	-18%[57.1 µM]	4%	4%	-8%	1%	18%[57.1 µM]	-20%	7%
CC(=O)C1C(c2ccccc2)c2c(noc2C)CC1(C)O (configuration not stated)	-10%	4%	-4%	9%	2%	5%	16%	-5%	180%[activator]
Cc1cccc(NC(=S)N/N=C/c2cccc(O)c2)c1C	2.4%	-10%	-19%	-11%	24%	0%	-20%	-25%	?
COC(=O)c1ccccc1NC(=S)NC(NC(=O)c1ccccc1[N+](=O)[O-])C(Cl)(Cl)Cl (configuration not stated)	1.8%	-1%	1%	/	10%	-2%	-7%	-7%	?
CC1(C)OC(=O)C(=CNC(=O)c2c(F)cccc2F)C(=O)O1	3.2%	8%	0%	13%	6%	-19%	16%	-4%	-7%
O=C(N/N=C/c1coc2ccc(Cl)cc2c1=O)c1ccncc1	-0.3%	-4%	3%	-1%	-10%	1%	?	6%	-1%
CCOC(=O)C(CC)n1cnc2c(nnn2-c2ccc(OC)cc2)c1=O (configuration not stated)	0.0%	4%	-2%	1%	9%	0%	12%	-12%	-3%
CC(Oc1cccc(Cl)c1)C(=O)Nc1ccccc1N1CCCCC1 (configuration not stated)	0.0%	-5%	0%	?	-16%	-4%	10%	-16%	-2%
c1cncc(-c2nnc(-c3ccco3)o2)c1	2.1%	210%[activator][57.1 µM]	-1%	-12%	9%	-5%	36%[activator][57.1 µM]	-5%	-7%
CCCC(=O)N1CC(=O)Nc2ccc(C)cc2C1c1ccccc1 (configuration not stated)	2.1%	10%[57.1 µM]	-2%	?	23%	18%	8%[57.1 µM]	-14%	-5%
COc1ccc(NC(=O)Cn2c(=O)c3ccccc3n3nncc23)cc1Cl	5.9%	3%	3%	0%	-6%	5%	10%	-15%	-17%
Cc1nnc(NC(=O)C2CCCN2S(=O)(=O)c2ccc(Cl)cc2)s1 (configuration not stated)	3.9%	0%	5%	11%	-4%	-2%	18%	-16%	-4%
CC(C)[C@@H](N)C(=O)NCC1CCC(C(=O)N[C@@H](Cc2ccccc2)C(=O)O)CC1 (some centres not stated)	1.0%	13%[57.1 µM]	0%	10%	-2%	1%	13%[57.1 µM]	-1%	2%
COc1ccc(-n2nnnc2SCC(=O)c2ccc(O)c(O)c2)cc1	-0.5%	-5%	0%	-5%	25%	-9%	-5%	-10%	4.5µM*
CC(C)(/C=N/O)/[N+]([O-])=C/C=[N+](\[O-])C(C)(C)/C=N/O	-0.3%	-17%	-4%	-1%	-18%	1%	0%[57.1 µM]	-21%	?
CCCc1c(C(=O)N/N=C/c2cccc3ccccc23)nnn1-c1nonc1N	1.3%	13%	0%	?	-2%	0%	37%[activator]	-22%	-3%
CC(C)C(C)NC(=O)Cn1cnc2c(oc3ccccc32)c1=O (configuration not stated)	21%	4%[0.457 µM]	-1%	5%	-3%	1%	9%	-14%	0%
CCOC(=O)C1=C(C(=O)OCC)N(CC2CCCCC2)CCC1=O	/	-11%	2%	-1%	-12%	-6%	-10%	-22%	?
O=C(CC1SC(=Nc2ccc(OC(F)F)cc2)N(CCC2=CCCCC2)C1=O)Nc1ccccc1F (configuration not stated)	2.8%	-7%	-6%	0%	-29%	2%	21%[57.1 µM]	-12%	-24%
COC(/C=C/Nc1ccc(Cl)cc1)=C(C#N)C#N	1.1%	-1%[57.1 µM]	-3%	-3%	-4%	1%	-3%[57.1 µM]	-22%	-16%
O=C(CCSc1nc(-c2ccco2)cc(C(F)(F)F)n1)N1CCN(c2ccccn2)CC1	0.9%	-9%	-7%	1%	12%	2%	?	-5%	1%
CCCCn1c(C(C)NC(=O)c2ccccc2)nc2ccccc21 (configuration not stated)	-0.5%	-6%	3%	-1%	19%	17%	7%	-11%	-25%
O=S(=O)(Cc1noc(-c2ccc(OC(F)(F)F)cc2)n1)c1ccc(F)cc1	4.1%	-9%	-7%	0%	18%	-6%	-5%	1%	0%

Copied from above for reference:
SMILES	RXFP1 agonist	TrxR1 substrate	Vif-A3G inh	Vif-A3F inh	RGS4 inh	IDH1 R132H inh	TrxR1 inh	USP1-UAF1 inh	12-LOX inh
CCCCn1c(C(C)NC(=O)c2ccccc2)nc2ccccc21 (configuration not stated)	-0.5%	-6%	3%	-1%	19%	17%	7%	-11%	-25%
O=S(=O)(Cc1noc(-c2ccc(OC(F)(F)F)cc2)n1)c1ccc(F)cc1	4.1%	-9%	-7%	0%	18%	-6%	-5%	1%	0%

Next compounds
SMILES	RXFP1 agonist	TrxR1 substrate	Vif-A3G inh	Vif-A3F inh	RGS4 inh	IDH1 R132H inh	TrxR1 inh	USP1-UAF1 inh	12-LOX inh
CCOc1ccc(NC(=O)C2CCCN2S(=O)(=O)c2ccc3c(c2)C(C)(C)C(=O)N3C)cc1 (configuration not stated)	-0.3%	5%	4%	-4%	-6%	9%	9%	-24%	0%
NC(=O)c1ccsc1NC(=O)COC(=O)Cc1ccc(F)cc1	/	/	2%	-4%	/	0%	/	-12%	-3%
CNCCNS(=O)(=O)c1cccc2cnccc12	/	6%[57.1 µM]	/	/	24%[56.9 µM]	/	?	/	11%
Cc1cccc(OCC(=O)N/N=C\c2cccn2C)c1C	-2.0%	-7%	1%	6%	-26%	6%	15%[57.1 µM]	-1%	-23%
CCCC(=O)N1CCc2[nH]c3ccccc3c2C1	0.0%	12%	-5%	-3%	-47%	1%	?	?	-63%
CCCn1nnnc1NCc1ccc(N(C)C)cc1	-3.6%	-7%[57.1 µM]	-2%	-5%	-50%	3%	7%[57.1 µM]	-7%	0%
Cc1cc(OCc2nc3ccccc3s2)ccc1N	2.1%	5%	-1%	-1%	?	4%	0%[57.1 µM]	-7%	?
Clc1ccc(CSc2cc3c(nn2)-c2ccccc2CC3)cc1Cl	1.4%	1%	1%	1%	-11%	0%	15%[57.1 µM]	-19%	0%
CCOC(=O)c1cc2occc2n1CC(=O)N1CCOCC1	-0.1%	2%[57.1 µM]	2%	0%	25%	5%	7%[57.1 µM]	-12%	?
Cc1ccc(CC2SC(N)=NC2=O)cc1 (configuration not stated)	0.6%	7%	0%	-1%	-7%	8%	36%	-21%	0%
CCC(c1nnnn1C1CCCC1)N(Cc1cccs1)Cc1cc2cccc(C)c2[nH]c1=O (configuration not stated)	8.4%	2%	-8%	-15%	-33%	-2%	2%[57.1 µM]	-12%	?
CCCCOC(=O)c1ccc(NC(=O)CSC2=Nc3ccccc3C3CC=NN23)cc1 (configuration not stated)	0.5%	3%	0%	0%	-54%	9%	21%	-25%	-13%
CN(C)c1ccc(/C=C(\C#N)c2nc3ccccc3c(=O)[nH]2)cc1	3.9%	3%	?	5µM*	-23%	-15%	20%	95%[activator]	-12%
O=C(/C=C/Nc1ccccc1C(F)(F)F)c1ccco1	1.8%	2%[57.1 µM]	-12%	?	?	8%	-19%[57.1 µM]	-6%	?
COc1ccccc1CNC(=O)[C@@H](NC(=O)C1CCN(C(=O)[C@@H]2CCCN2)CC1)C(C)C	2.8%	6%	-4%	0%	-2%	-4%	-9%	-14%	?
O=C(CSc1nnc2ccc3ccccc3n12)c1ccc(F)cc1	9.4%	13%	-3%	5%	?	-5%	7%	-4%	-1%
Cc1c(C(=O)NC(=S)Nc2ccc3c4c(cccc24)CC3)cccc1[N+](=O)[O-]	-0.7%	14%[57.1 µM]	-9%	-4%	-40%	-2%	22%[57.1 µM]	-5%	?
Cc1ccnn1CC(=O)N/N=C/c1ccco1	-1.2%	-11%	-6%	0%	15%	1%	-23%	-18%	-2%
N#CC1=C(N)OC2=C(C(=O)CCC2)C1c1ccoc1 (configuration not stated)	-0.5%	-13%[57.1 µM]	1%	2%	-3%	9%	36%[57.1 µM]	-16%	0%
CN1CCN(C(=O)c2ccccc2-c2ccccc2C(=O)O)CC1	-0.2%	4%[2.29 µM]	0%	-2%	33%	-1%	-15%[2.29 µM]	-6%	-13%
O=c1c2cc(NC(=S)NCc3cccnc3)ccc2nc2n1CCCCC2	7.5%	10%	-9%	-7%	?	0%	-20%	-18%	-9%
